High-throughput results: PubChem BioAssay, several laboratories
MDM2 E3 inh: Mdm2 E3 ligase (human) inhibition | cell-based MDM2 ubiquitination luciferase reporter, 2 h; 0 = plate control, 100 = twice control, blank-subtracted | 210,000 tested, 0.11% active | signal enhancement, % at 5 µM;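 active means signal enhancement of 30% or more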;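 further: luminescence tracks abundance of the self-degrading MDM2-luciferase fusion protein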
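Test system: mammalian cells stably expressing self-ubiquitinating, self-degrading MDM2 E3–luciferase fusion; Amount: 2000 cells in each well; Medium: DMEM; Schedule: 4 h settle plus 2 h compound, 37 °C; Technique: SteadyLite luciferase luminescence after 15 min room-temperature reagent incubation; Benchmarks: plate control and blank wells.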
TRPN1 ag: agonists of zebrafish TRPN1 channel | activation, % at 3 µM | 220,000 tested, 0.18% active | HEK293 zebrafish TRPN1-YFP, Fluo-8 calcium fluorescence; 100% = response to 87 µM carbachol | AID 1424;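 active means activation above its plate's cutoff, the mean activation of test wells on that plate plus 3 SD, cut at about 19% in these data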;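 further: 0% = DMSO alone and 100% = 87 µM carbachol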
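Material – zebrafish TRPN1-YFP in HEK293 cells · Doses – 3 µM single point · Schedule – dye 1 h 37 °C plus 30 min RT · Signal – Fluo-8 calcium fluorescence, excitation 470-495 nm, emission 515-575 nm · Read-out – % activation versus carbachol response · Control set – carbachol high, DMSO low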
PPC-1+TRAIL kill: kills PPC-1 cancer cells in the presence of TRAIL. AID 1443. cell killing (% activity), % at 4 µM. PPC-1 cells + TRAIL, ATPLite viability luminescence. 220,000 tested, 0.41% active;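 active means cell killing above 50% in the first pass at 4 µM, then a duplicate retest at 5 µM averaging 50% or more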;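 further: plate controls were cells with TRAIL plus DMSO for no effect and medium-only wells lacking cells for full effect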
p47phox inh: inhibitors of human p47phox binding. 220,000 tested, 0.53% active. p47phox/p22phox peptide binding, fluorescence polarization, 2 h. P14598. inhibition, % at 24.7 µM. AID 1274;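 active means inhibition above about 30%, limit read from the data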;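 further: 0% = p47phox with labelled peptide and 100% = labelled peptide alone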
Target sequence (P14598 whole entry, looked up): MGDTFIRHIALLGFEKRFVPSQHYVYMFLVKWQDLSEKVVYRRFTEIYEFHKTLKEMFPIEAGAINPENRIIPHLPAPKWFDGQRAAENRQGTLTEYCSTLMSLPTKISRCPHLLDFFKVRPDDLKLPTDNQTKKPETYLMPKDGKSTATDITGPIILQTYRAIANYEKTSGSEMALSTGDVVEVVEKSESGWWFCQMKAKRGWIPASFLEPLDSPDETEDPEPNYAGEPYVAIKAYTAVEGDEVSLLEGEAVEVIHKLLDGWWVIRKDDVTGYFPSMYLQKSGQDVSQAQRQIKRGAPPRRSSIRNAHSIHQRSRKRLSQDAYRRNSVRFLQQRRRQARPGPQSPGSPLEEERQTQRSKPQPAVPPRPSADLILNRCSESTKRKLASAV
TNF necrop inh: TNF-alpha cell death inhibition in Jurkat FADD-/- cells | 220,000 tested, 0.068% active | activation (protection from cell death), % at 10 µM | Jurkat FADD-/- TNF necroptosis rescue, ATP luminescence, 24 h; 0 = TNF only, 100 = no-TNF cells | AID 463075;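 active means activation, meaning protection from cell death, of at least 50% relative to plate controls; inactive means activation below 50%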;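 further: necroptosis triggered by 40 ng/mL TNF-alpha added together with compound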
EBV gp42 block: blocks Epstein-Barr virus glycoprotein 42 binding; AID 1085; 220,000 tested, 0.42% active; inhibition, % (tested at 21.74 µM); Fluorescence polarization binding assay, mP read-out; Q1HVG2; in the data active means inhibition above about 50%
Target sequence (Q1HVG2 whole entry, looked up): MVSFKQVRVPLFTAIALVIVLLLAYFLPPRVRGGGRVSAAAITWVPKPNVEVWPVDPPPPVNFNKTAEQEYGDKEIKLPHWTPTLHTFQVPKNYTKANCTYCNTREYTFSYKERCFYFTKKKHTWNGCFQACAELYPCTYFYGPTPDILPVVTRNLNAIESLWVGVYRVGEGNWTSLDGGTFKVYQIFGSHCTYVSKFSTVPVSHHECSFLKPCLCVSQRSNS
Runt-SMMHC FRET: blocks binding of human RUNX1 Runt domain to CBFb-SMMHC; Cerulean-Runt/Venus-CBFb-SMMHC FRET ratio 530/480, 1 h; inhibition, % at 20 µM; 220,000 tested, 0.74% active; AID 1434;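 active means mean inhibition across duplicate retests at 20 µM reaching about 50%, limit read from the data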;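 further: 0% = DMSO wells and 100% = wells with excess untagged CBFb-SMMHC; inhibitors lower the FRET ratio by blocking Runt binding to CBFb-SMMHC; some results filed as inactive read as strong as hits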
TRPML3 agonist: activates the human TRPML3 channel; HEK293 TRPML3-YFP, Fluo-8 calcium fluorescence; 100% = the carbachol control signal; activation, % at 3 µM; 220,000 tested, 0.29% active;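 active means activation above its plate's cutoff, the mean activation of the plate's test wells plus 3 SD, cut at about 12% in these data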;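 further: 0% = DMSO only wells and 100% = carbachol wells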
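Material: HEK293 cells stably carrying human TRPML3-YFP; compound dosing: single dose, 3 µM final nominal compound, 0.3% DMSO final; incubation: 1-h 37 °C dye load, 5-s basal, 120-s post-compound reads; technique: Fluo-8 intracellular calcium fluorescence, excitation 470-495 nm, emission 515-575 nm; read-out basis: percent activation from peak-to-basal fluorescence ratio, scaled between DMSO and carbachol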
CHOP inhibitor: CHOP inhibition in unfolded protein response | CHO-K1 CHOP-promoter luciferase, tunicamycin-induced, 15-18 h | inhibition, % at 10 µM | 220,000 tested, 3.8% active | AID 2732;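 active means compounds that reduced the stress-induced luciferase reporter signal by more than about 70% of percent inhibition, limit read from the data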;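 further: 0% = tunicamycin plus vehicle and 100% = wells without tunicamycin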
* = called active by the depositor; / = not tested or not shown; [ ] = remark or other dose.

canonical_smiles	Runt-SMMHC FRET	TRPML3 agonist	PPC-1+TRAIL kill	TNF necrop inh	MDM2 E3 inh	TRPN1 ag	p47phox inh	CHOP inhibitor	EBV gp42 block
O=C(CSCc1ccc([N+](=O)[O-])cc1)NCCSCc1ccccc1	-3	-1.0	19	-2.9	-5	0.2	1	24	-29
COCCn1c(C)nc2oc3ccc(Br)cc3c(=O)c2c1=O	-3	-0.6	2	2.1	-5	-0.1	-34	20	-17
O=[N+]([O-])c1ccc(Sc2n[nH]c(-c3ccco3)n2)nc1	0	1.9	11	-0.3	1	0.7	-8	12	-8
CC(=O)c1cccc(NS(=O)(=O)c2ccc3c(c2)oc(=O)n3C)c1	0	0.7	25	-0.5	-20	1.4	-3	25	-17
O=C(COc1ncnc2sccc12)NC1CCCc2ccccc21 (centres undefined)	4	0.4	6	3.2	-11	-0.8	-19	21	-14
Cc1ccc(SCC(=O)Nc2ccccc2C(=O)O)cc1	0	-0.7	4	-0.5	-23	-1.3	-10	21	-4
CCc1c(O)nc(SCC(N)=O)n(-c2ccccc2F)c1=O	1	0.6	7	0.3	-10	2.0	7	-13	-1
Cc1ccc(NC(=O)c2sc(Cl)nc2C)c(C)c1	-1	0.8	19	-1.8	4	-1.0	1	23	14
CCOC(=O)C1=C(C)OC(N)=C(C#N)C1c1ccsc1 (centres undefined)	-2	-0.3	3	-1.4	-8	0.0	-5	-11	-3
O=C(O)CCC(=O)NNC(=O)CCC1CCCCC1	0	0.2	0	1.9	11	1.4	10	14	7
CCOc1ccc(NS(=O)(=O)c2cc(OC)ccc2OC)cc1	-2	-0.7	34	1.9	-12	-0.3	-33	-15	-24
COc1cc(C(=O)NCC(=O)OCC(=O)c2ccc[nH]2)cc(OC)c1OC	0	0.9	-8	-0.8	-13	0.7	-11	15	3
O=C(NC(=S)Nc1cccc(NC(=S)NC(=O)c2ccco2)n1)c1ccco1	-1	0.3	8	-1.6	-9	1.0	-96	-31	-8
O=C(Nc1ccc(Cl)cc1)c1ccc2c(c1)OCO2	-2	-0.1	34	-2.0	-35	0.3	-2	-35	-29
Cc1cc(/C=C2/C(=N)N3C(=NC2=O)SN=C3S(C)(=O)=O)c(C)n1-c1ccccc1F	7	-1.4	68*[5 µM]	-0.2	-44	-1.6	-21	39	0
CCC(C)[C@H](Nc1nc(-c2ccccc2)nc2c1oc1ccccc12)C(=O)O (some centres undefined)	4	-0.6	8	0.2	-8	-0.4	-6	29	3
CC1CC2(CC(C)(C(=O)CSc3nc4ccccc4s3)OC2=O)C(=O)O1 (centres undefined)	2	2.4	0	-1.2	-18	2.4	-4	65	3
O=C(c1ccccc1)c1c[nH]c(C(=O)NNc2cccc(Cl)n2)c1	13	-0.4	26	4.9	-9	-0.2	-3	14	3
CCOc1ccccc1C(=O)N(CN1CCCC1=O)c1ccc(C)c(Cl)c1	0	0.5	28	-0.9	-3	-1.1	0	9	-1
NC(=O)NC(=O)CSc1nc(-c2ccccc2)c(-c2ccccc2)n1CC1CCCO1 (centres undefined)	2	0.0	-14	-1.7	15	-0.8	-7	-21	-4
CCCNC(=O)COC(=O)c1ccc(-c2ccccc2)cc1	1	2.0	10	1.1	-3	3.8	-13	-2	-20
CCCCCC1(C(=O)OCC)CC(CSC(=N)N)OC1=O (centres undefined)	4	-0.4	9	-0.1	-9	-0.1	-7	10	-3
Cc1ccccc1CC1(CO)CCCN(C(=O)c2cc(Cl)ccc2F)C1 (centres undefined)	2	2.0	0	5.0	/	8.4	-1	-8	11
CC(=O)c1ccc(-n2cc(-c3ccc(C(C)(C)C)cc3)[n+]3c2SCCC3)cc1	2	1.3	5	-1.5	-2	-0.9	-3	17	-4
CCc1ccccc1NC(=O)CN(C)C(=O)CN1C(=O)NC2(CCCCCC2)C1=O	-1	1.1	24	-0.2	-23	0.2	0	24	-6
Cc1nc(C)c(C(=O)O)c(-c2ccsc2)c1C(=O)O	-1	-0.5	10	2.2	-10	1.1	-9	4	-11
CC(NO)C(C)(C)NO (centres undefined)	3	0.3	28	2.0	/	0.5	-12	2	-31
CCCCOc1ccc(C(=O)OC(C)CN(C)C)cc1 (centres undefined)	-3	0.9	0	0.0	-9	0.8	-2	38	-6
O=C(CSc1nnc(-c2ccncc2)n1CC1CCCO1)Nc1nccs1 (centres undefined)	-3	0.3	12	1.7	-11	-0.5	6	-16	-4
COCCSc1ccccc1C(=O)N1CCc2ccccc2C1	-2	0.6	4	-1.5	-15	0.4	-10	8	-9
CCNc1ccc(S(=O)(=O)N(C)C)cc1[N+](=O)[O-]	0	-0.2	10	-0.7	-1	0.0	-12	15	-18
CNC(=S)N/N=C/c1ccc(-c2cc([N+](=O)[O-])ccc2Cl)o1	-6	0.5	38	-0.6	12	1.1	2	-35	-2
O=S(=O)(NCCC1=CCCCC1)c1cccc2nsnc12	-2	2.1	/	0.3	-3	-1.4	-7	-14	-3
COCCNC(=O)CSc1nnc(-c2ccc(C)cc2)c(-c2ccc(C)cc2)n1	2	-1.1	0	-1.7	-21	-2.9	-8	34	-12
Cc1ccc(OCC(O)CN2C(=O)NC(C)(C)C2=O)c(C)c1 (centres undefined)	3	0.3	10	0.2	-32	-0.9	3	-7	10
O=S(=O)(c1ccccc1C(F)(F)F)N1C=CC(C(F)(F)F)=NCC1	-2	0.5	10	1.0	-15	0.7	-5	1	-7
CCOc1ccc(NC(=O)c2ccccc2OCC(=O)c2ccccc2)cc1	-2	0.7	35	0.2	-3	-0.1	1	-29	-9
CCOc1ccc2nc(NC(=S)NCc3ccccc3)sc2c1	24	0.5	-3	0.3	-23	0.5	3	-39	-7
Cc1c(Cl)cnc(NC(=O)COC(=O)Cc2coc3ccc4ccccc4c23)c1Cl	1	0.1	17	1.9	/	-0.1	-96	30	-30
CCCS(=O)(=O)N1CCN(C(=O)c2cc(OC)cc(OC)c2)CC1	-3	-0.6	-2	0.6	-14	0.4	8	22	-10
CN(CC(=O)NCc1cccs1)S(=O)(=O)c1cccc2cccnc12	2	0.0	12	-0.2	-12	-0.1	-6	-9	-6
CC(NC(=O)c1ccc(C23CC4CC(CC(C4)C2)C3)cc1)C(=O)O (centres undefined)	0	0.7	13	-0.1	-26	-1.0	-4	4	-24
Nc1ccccc1SC1CC(=O)N(c2ccc3c(c2)OCO3)C1=O (centres undefined)	1	-0.5	16	-0.1	-15	0.3	4	8	0
CCC(C)(C)N=C(NC#N)Nc1cccnc1	-8	0.0	4	/	/	-0.8	-12	12	-10
Cc1cc(Cl)c(S(=O)(=O)Nc2ccc3c(c2)OCO3)cc1OCC(N)=O	7	0.4	0	-1.9	-13	0.5	-5	-8	-3
O=C(NCc1cccnc1)c1ccc([N+](=O)[O-])o1	-2	0.3	8	-6.2	-9	-0.1	-3	-1	-1
CCCCn1c(N)nc2ccccc21	-1	0.4	23	1.8	-2	-0.7	-5	-20	-11
CCCCOc1ccc(C(=O)NCC(=O)OCC(=O)N2CCN(S(=O)(=O)c3ccc(C)cc3C)CC2)cc1	-10	-0.5	6	1.2	-7	-1.9	-3	6	3
Oc1ccccc1-c1cc(C(F)(F)C(F)F)nc(-c2ccccc2)n1	-2	0.1	5	-0.8	-15	0.8	-1	29	2
Cn1c(SCc2nc(-c3ccc(Cl)cc3)no2)nnc1-c1ccccc1	-2	0.8	34	0.7	-16	4.7	0	17	1

(listing goes on)
canonical_smiles	Runt-SMMHC FRET	TRPML3 agonist	PPC-1+TRAIL kill	TNF necrop inh	MDM2 E3 inh	TRPN1 ag	p47phox inh	CHOP inhibitor	EBV gp42 block
N/C(CN1CCCC1=O)=N\OC(=O)c1ccc(Cl)cc1	1	0.7	11	3.3	11	-0.4	-14	31	4
N#CNC(=Nc1ccc(F)cc1)SCc1ccccc1	1	1.4	28	1.2	-11	1.6	-24	9	-16
CC(C)(O)C#Cc1ccc(CN2CCCC(CO)(Cc3cccc(Cl)c3)C2)cc1 (centres undefined)	/	0.2	/	3.7	15	3.7	-42	54	-27
CC(C(=O)Nc1ncccn1)(c1ccccc1)c1ccccc1	-7	0.1	6	-0.7	-12	0.4	-8	14	-5
Cc1cc(NC(=O)CSc2nc(-c3ccccc3)cs2)no1	-2	-1.5	-15	-2.0	-7	-2.7	-7	4	-1
CCOc1ccc(N/C(=C(/C(Cl)=C(Cl)Cl)[N+](=O)[O-])n2cncn2)cc1	-28	-0.1	7	-2.8	-3	0.1	-11	1	28
C=CCN1C(=O)C2(C(C(=O)c3ccc(C)o3)=C(O)C(=O)N2CCCN2CCOCC2)c2ccccc21 (centres undefined)	9	0.0	2	-1.4	-8	0.0	-5	-6	-20

Quoted at random: 2 records from the list
canonical_smiles	Runt-SMMHC FRET	TRPML3 agonist	PPC-1+TRAIL kill	TNF necrop inh	MDM2 E3 inh	TRPN1 ag	p47phox inh	CHOP inhibitor	EBV gp42 block
CC(C)(O)C#Cc1ccc(CN2CCCC(CO)(Cc3cccc(Cl)c3)C2)cc1 (centres undefined)	/	0.2	/	3.7	15	3.7	-42	54	-27
CCOc1ccc(N/C(=C(/C(Cl)=C(Cl)Cl)[N+](=O)[O-])n2cncn2)cc1	-28	-0.1	7	-2.8	-3	0.1	-11	1	28
